# Compound activity: PubChem, several laboratories
# MEX-5 binding: C. elegans MEX-5 TCR-2 RNA binding activity | MEX-5/FITC-TCR2 RNA binding, fluorescence polarization; stronger effect = lower value | activity score (negative = inhibition of binding), % at 10 µM | 0.38% of 300,000 active | AID 1832;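 active means inhibition past about -25% in most replicates, and total fluorescence under double the plate's negative control median, limit read from the data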;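 further: 0% = DMSO and -100% = 5 µM competing unlabeled TCR2 RNA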
# GLD-1 TGE inh: GLD-1-TGE RNA interaction inhibition (C. elegans). purified GLD-1 + fluorescein TGE RNA, fluorescence polarization. inhibition, % at 5.96 µM. 0.44% of 320,000 active. AID 2280;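 active means percent inhibition above a per-plate cutoff, the plate mean of test compounds plus 3 SD, cut at about 30% in these data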;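 further: 0% = DMSO wells with GLD-1 and probe and 100% = wells lacking GLD-1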
# Fam108B inh: counter-screen for RBBP9 inhibitors: inhibitors of mouse Fam108B. 0.33% of 300,000 active. inhibition, % at 9.51 µM. recombinant Fam108B, FP-Rh probe fluorescence polarization. AID 1947;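 active means inhibition above the screen mean inhibition plus 3 SD, computed separately per campaign, cut at about 18% in these data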;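 further: inhibitors lower polarization as less probe binds the enzyme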
# GRK2 inh: inhibitors of human GRK2 displacing RNA aptamer. P25098. bead flow cytometry, FAM-aptamer displacement from GRK2. inhibition of aptamer binding, % at 10 µM. 0.59% of 330,000 active. AID 488847;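 active means inhibition of aptamer binding above 40%, roughly 3 SD of noise, on plates passing a quality check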;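 further: median bead fluorescence of bound FAM aptamer so fluorescent compounds give negative values; no value below 0 was filed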
# Target sequence (P25098 whole entry, looked up): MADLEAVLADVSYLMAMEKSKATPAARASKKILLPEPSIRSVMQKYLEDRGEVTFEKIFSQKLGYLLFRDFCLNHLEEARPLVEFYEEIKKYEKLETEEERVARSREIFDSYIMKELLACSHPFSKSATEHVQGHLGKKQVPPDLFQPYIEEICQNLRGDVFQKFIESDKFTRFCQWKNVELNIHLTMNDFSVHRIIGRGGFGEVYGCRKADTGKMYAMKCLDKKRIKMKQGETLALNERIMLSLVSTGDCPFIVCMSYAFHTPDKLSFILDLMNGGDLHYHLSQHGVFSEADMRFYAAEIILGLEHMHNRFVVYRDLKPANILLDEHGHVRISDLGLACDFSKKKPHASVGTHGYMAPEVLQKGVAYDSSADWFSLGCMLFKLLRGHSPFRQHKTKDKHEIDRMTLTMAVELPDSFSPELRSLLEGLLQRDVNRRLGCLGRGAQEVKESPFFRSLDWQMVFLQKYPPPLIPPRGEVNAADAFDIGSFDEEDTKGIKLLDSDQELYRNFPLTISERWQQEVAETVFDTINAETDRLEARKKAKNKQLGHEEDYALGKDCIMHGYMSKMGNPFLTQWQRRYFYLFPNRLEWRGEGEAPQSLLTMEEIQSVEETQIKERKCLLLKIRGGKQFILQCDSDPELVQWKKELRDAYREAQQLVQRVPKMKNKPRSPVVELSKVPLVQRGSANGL
# VLA-4 inh: inhibition in a human VLA-4 binding assay; P13612; VLA-4 expressing cells, ligand binding flow cytometry; inhibition, % (about 7 µM as worked out from the volumes in the protocol); 0.2% of 330,000 active; AID 2557; in the data active means inhibition above about 50%
# MCL1 BIM primary: inhibitors of human MCL1 binding to BIM-BH3 peptide; Q07820; GST-MCL1 / FITC-Bim-BH3 fluorescence polarization; inhibition, % at 10.9 µM; 0.68% of 320,000 active;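 active means inhibition above the mean inhibition of all tested compounds plus 3 SD, set per campaign, cut at about 40% in these data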;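 further: 0% = DMSO wells and 100% = unlabeled Bim-BH3 peptide control; higher means more loss of mP so more displacement of Bim peptide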
# PME-1 primary: PME-1 (human) inhibition; inhibition, % at 5.9 µM; 0.53% of 320,000 active; AID 2130; recombinant PME-1, FP-Rh probe fluorescence polarization;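 active means inhibition above the campaign mean of all compounds plus 3 SD, cut at about 26% in these data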;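 further: competitive labeling of PME-1 active site by serine hydrolase directed probe; 0% = PME-1 with DMSO and 100% = wells lacking PME-1 enzyme; inhibitors block probe labeling so polarization falls and inhibition rises; many of its hits are not listed in these tables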
# Efflux pump inh: inhibitors of Candida antifungal efflux pumps expressed in yeast; inhibition, % at 10 µM; 0.44% of 330,000 active; S. cerevisiae Candida pump triplex, Nile Red efflux;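 active means plate passing quality check with inhibition over a set limit, or well fluorescence over plate mean plus 4 SD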;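 further: Nile Red retained in pooled yeast measured as flow cytometry median fluorescence; 0% = buffer negative control and 100% = Enniatin B positive control; higher means more Nile Red kept so more efflux inhibition; some compounds called inactive have numbers as strong as hits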
# BCLXL inh: blocks human Bcl-xL binding to Bim BH3 peptide; Q07817; GST-Bcl-xL / FITC-Bim BH3 peptide fluorescence polarization; inhibition, % at 10.9 µM; 0.7% of 320,000 active;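 active means inhibition above the mean of all tested compounds plus 3 SD, cutoff set per campaign, cut at about 30% in these data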;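 further: 0% = DMSO wells and 100% = unlabeled Bim-BH3 peptide competitor; inhibitors lower millipolarization by displacing the labeled peptide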
# Target sequence (Q07817 whole entry, looked up): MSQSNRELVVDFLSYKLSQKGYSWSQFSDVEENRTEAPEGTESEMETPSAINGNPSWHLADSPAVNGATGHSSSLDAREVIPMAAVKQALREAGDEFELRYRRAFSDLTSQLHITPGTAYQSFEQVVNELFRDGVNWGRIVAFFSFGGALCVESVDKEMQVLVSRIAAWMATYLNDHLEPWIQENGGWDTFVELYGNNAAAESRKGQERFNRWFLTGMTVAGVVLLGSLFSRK
# Starred values were filed as active, the others as inactive; . = no result given. This is a subset; the hit share may differ from the screen's.
SMILES	Fam108B inh	GRK2 inh	GLD-1 TGE inh	VLA-4 inh	MCL1 BIM primary	PME-1 primary	MEX-5 binding	Efflux pump inh	BCLXL inh
Cc1cc(C)n(-c2cc(O)c(-n3nc(C)cc3C)cc2O)n1	3.8	1.0	-0.5	16.2	-5.1	2.7	-1.7	0.0	5.6
Cn1cc(S(=O)(=O)NCc2cccs2)c(=O)n(C)c1=O	1.4	2.0	-1.6	27.5	7.1	4.9	2.0	0.0	4.7
COc1cc(N(C)C)c([N+](=O)[O-])cc1C(=O)N1CCOCC1	-2.0	2.0	-2.3	4.6	-2.6	0.6	-1.9	0.3	0.8
CCOC(=O)N1CCN(c2ccc(S(=O)(=O)N3CCOCC3)cc2[N+](=O)[O-])CC1	3.4	0.0	1.6	2.7	4.9	4.4	-3.0	0.0	0.1
COc1ccc(C(CNC(=O)c2cc3ccccc3o2)N2CCCC2)cc1 (stereo not given)	.	0.0	-1.8	-2.6	-3.7	-4.3	.	0.2	-1.1
O=C(CCn1c(=O)c2ccccc2n(CC(=O)N2CCN(c3ccccc3)CC2)c1=O)NCc1ccco1	0.6	3.0	5.3	13.4	12.7	0.0	0.5	0.2	12.4
Cc1ccccc1C(=O)Nc1c(C)[nH]c(=O)[nH]c1=O	-1.1	3.0	4.1	6.7	-7.3	-2.9	1.7	0.4	2.1
COc1ccc(NC(=O)CN(C)C(=O)CCc2ccccc2)cc1	-1.6	0.0	2.3	9.7	-10.7	-2.7	0.1	-0.1	0.1
Cc1ccccc1NC(=O)c1csc2c1CCCC2	-1.4	1.0	-0.4	1.3	2.5	-1.7	-1.5	0.0	-0.4
O=S(=O)(NCc1ccccn1)c1ccc(Cl)s1	0.9	0.0	2.4	6.7	12.9	-1.2	-2.4	-0.1	3.7
Cc1cc(C(=O)Nc2c(C)n(C)n(-c3ccccc3)c2=O)cs1	-2.1	3.0	3.6	3.4	-0.5	3.7	2.2	0.0	-1.9
CCN(CC)CCNS(=O)(=O)c1ccc(OC)c(Br)c1	-0.7	0.0	9.0	0.3	-22.1	-2.6	-1.8	0.0	-11.8
CN(CCc1ccccn1)C(=O)CCC1CCCN(C(=O)c2c(F)ccc(F)c2F)C1 (stereo not given)	0.6	3.0	-9.7	2.4	-3.3	2.5	-3.7	-6.0	0.1
CC(=O)Nc1ccc(NC(=O)CCCc2ccccc2)cc1	1.0	1.0	5.4	12.0	4.4	-1.0	-0.7	-0.1	7.3
O=C1CN(C(=O)CSc2nnc(-c3ccccc3)n2Cc2ccc3c(c2)OCO3)c2ccccc2N1	-0.8	3.0	6.5	-15.8	-13.9	-3.0	-2.4	0.1	-12.6
O=C(NC1CCSC1=O)c1ccccc1 (stereo not given)	-1.4	0.0	-3.6	5.0	-3.2	-2.9	2.4	-0.1	-2.6
CCC(=O)n1nc(-c2ccccc2)nc1SCC(=O)Nc1ccc(C)cc1	-5.0	0.0	7.5	-7.8	0.6	-4.1	0.0	0.0	3.8
COc1ccc2c(C)cc(N3CCCCCC3)nc2c1	-2.2	2.0	3.4	-6.9	-2.8	1.5	-2.2	-0.2	1.7
Cc1ccc(CNC(=O)c2ccc(N3CCC4(CC3)CC(c3ccccc3)=NO4)c(NC(=O)c3ccc(Br)cc3)c2)cc1	-16.2	0.0	-3.0	9.9	27.1	-4.5	1.7	0.2	-2.0
Cc1cccc(-n2ccnc2SCC(=O)c2c(N)n(C3CC3)c(=O)[nH]c2=O)c1C	.	2.0	0.9	10.5	-13.6	-2.0	.	0.4	-7.5
CCOc1ccccc1NC(=O)NNC(=O)c1ccc2ccccc2c1	-2.1	0.0	3.2	0.8	10.6	-1.4	-2.2	-0.1	0.5
COc1ccc(C(=O)COC(=O)Cn2[nH]c(=O)c3ccccc3c2=O)c(OC)c1	2.5	2.0	3.1	-14.4	-14.9	5.2	-1.6	0.0	-5.6
Cc1cc(C)n(C(=O)c2ccc(NC(=O)C3CC3)cc2)n1	2.7	0.0	3.3	1.2	6.0	10.4	-2.2	0.1	6.4
O=C(CN1CCOc2ccccc21)NC1CCN(Cc2ccccc2)CC1	2.2	0.0	-0.1	18.3	8.2	-1.3	2.8	0.3	0.7
Cc1nc(NC(=O)COC(=O)/C=C/c2ccco2)c(Cl)cc1Cl	.	21.0	4.0	-4.7	19.1	-2.9	.	0.0	13.5
CC(N)(C(=O)O)c1cccc(OCc2cccc(Cl)c2)c1 (stereo not given)	2.9	5.0	8.3	3.1	-1.1	-8.1	-1.7	-0.1	-1.1
Cc1nc2ccccc2nc(C)c1=NO	7.1	0.0	6.1	24.0	9.7	8.5	-0.3	0.0	4.6
CCCS(=O)(=O)N1CCCC(C(=O)NCCN(CC)c2ccccc2)C1 (stereo not given)	7.3	0.0	-2.2	-4.7	12.8	-1.8	-0.6	-0.1	7.6
C=CCSc1nnc(NC(=O)COc2ccccc2)s1	-2.1	0.0	0.7	28.7	-6.0	-4.3	2.6	-0.1	-2.3
COC(=O)c1cn(NC(=O)Cc2ccc(Cl)cc2)c(=O)c2ccccc12	0.0	3.0	8.9	8.7	-5.5	-2.1	0.7	-0.2	0.3
CCn1cc(CNC(=O)c2ccc(Cl)c([N+](=O)[O-])c2)c(C)n1	-0.3	0.0	0.5	-4.2	-3.4	-6.8	-1.6	-0.1	-3.4
COc1ccc(/C=N/Nc2ncc(Br)cn2)c(OC)c1	2.9	45.0*	5.3	-2.9	-5.1	-4.4	1.5	-0.2	-8.2
CS(=O)(=O)c1ncc(Cl)c(C(=O)Nc2ccc(OC(F)F)cc2)n1	-4.5	1.0	-0.3	26.4	5.9	-10.1	-2.2	0.0	3.4
CC(C)C(OC(=O)CCC(=O)Nc1nccs1)C(=O)NC1CCCCC1 (stereo not given)	-1.9	0.0	-8.2	2.9	0.0	-0.5	0.3	0.1	3.6
CCc1nnc(NC(=O)C2CCCN2S(=O)(=O)c2ccccc2)s1 (stereo not given)	5.8	4.0	2.3	13.6	-11.1	0.3	1.0	0.0	0.6
Cc1ccc(C)c2nc(Cl)c(C#N)cc12	2.2	1.0	4.8	8.9	-8.4	-4.5	-1.4	0.3	-1.9
COc1ccc(C(=O)NC(=S)Nc2ccccc2N2CCN(S(C)(=O)=O)CC2)cc1OC	-2.6	0.0	1.7	-6.5	15.3	7.0	3.7	0.1	11.0
CC(=O)c1ccc(N(C(=O)CNC(=O)c2ccco2)C(C(=O)NCC2CCCO2)c2ccccc2)cc1 (stereo not given)	-2.2	4.0	2.3	0.6	-2.6	2.3	1.9	0.0	5.0
Cc1cc(NC(=O)COC(=O)c2cccc(S(=O)(=O)N(C)C3CCCCC3)c2)no1	-0.8	2.0	0.5	8.7	-1.7	-1.5	2.9	0.0	-2.1
CCN(CC)C(=O)CCS(=O)(=O)c1cccc2nonc12	-0.8	5.0	0.6	8.4	-4.8	3.3	.	-0.1	4.5
CCN(C(=O)CSc1nccc(=O)[nH]1)C1CCCCC1	.	0.0	6.5	0.3	.	.	.	0.4	.
O=C(O)c1cc([N+](=O)[O-])ccc1C(=O)Nc1ccccc1	1.2	0.0	4.6	3.6	6.3	6.0	1.2	-0.1	7.4
CN1CCCC(OC(=O)c2cc(F)c(F)c(F)c2F)C1 (stereo not given)	0.6	0.0	-0.3	12.6	1.2	5.7	-0.2	0.2	2.5
O=C(CN(Cc1ccc(F)cc1)C(=O)CCC(=O)Nc1nccs1)NCc1ccccc1	2.0	3.0	-0.8	2.2	1.3	-0.3	-1.3	0.1	6.6
Cc1ccccc1OCc1nc2ccccc2n1C	8.5	1.0	5.2	4.8	4.2	2.9	-2.1	0.0	6.0
CCCc1cc(C(=O)Nc2ccc(C(C)=O)cc2)no1	-5.5	4.0	8.1	-13.9	0.8	-9.6	-0.8	-0.1	-0.2
COc1ccccc1C1CCN(C(=O)c2cnn(-c3ccccc3)c2C)CC1	-0.8	0.0	-1.6	13.9	1.9	0.8	0.5	0.0	11.1
CSc1ncccc1C(=O)NC1CCCc2c1cnn2-c1ccc(C)c(C)c1 (stereo not given)	1.0	1.0	4.7	11.8	7.1	10.6	-0.9	0.1	0.7
O=S(=O)(c1ccccc1)c1nc(-c2ccco2)oc1NCCCn1ccnc1	10.4	9.0	5.3	-6.5	6.4	5.0	-5.6	-0.2	5.6
Cc1ccc(NS(=O)(=O)c2ccc(Cl)c(N=Nc3c(O)[nH]c(=O)[nH]c3=O)c2)cc1Cl	.	7.0	2.0	6.4	.	.	.	-0.1	.
CSc1oc(-c2ccccc2)nc1C(N)=O	-1.2	0.0	-0.2	8.4	-15.7	-0.4	0.1	0.0	-0.2
Cc1ccc(C(=O)Nc2cccc(C(=O)N3CCOCC3)c2)cc1	4.3	2.0	4.0	2.9	-1.6	-0.7	1.1	0.2	0.7
COc1ccc(S(=O)(=O)Nc2ccc3c(c2)C(=O)N([C@H](C)CO)C[C@H](C)[C@@H](CN(C)C(=O)NC2CCCCC2)O3)cc1	.	2.0	-0.1	-6.1	.	.	.	0.0	.
CCCn1c(N)c(N(CCOC)C(=O)c2cc(S(=O)(=O)N3CCCCCC3)ccc2OC)c(=O)[nH]c1=O	0.1	0.0	3.9	4.5	3.8	-3.8	-0.4	0.1	2.1
COC(=O)c1sccc1NC(=O)c1ccccc1C(=O)O	-0.6	.	2.0	-2.8	5.5	-1.5	0.2	0.2	9.3
CCN(CC)CCCNC(=O)CNC(=O)c1nn(-c2ccc(OC)cc2)c(=O)c2ccccc12	-3.2	0.0	0.5	8.6	1.6	0.6	-1.0	0.0	4.7
O=C(Nc1ccccc1)c1ccc(S(=O)(=O)NCC2CCCO2)cc1 (stereo not given)	4.8	1.0	-5.7	-13.2	3.8	-0.6	0.1	0.0	4.5

# Part of the list above, with values under each structure.
# Below each SMILES: Fam108B inh, GRK2 inh, GLD-1 TGE inh, VLA-4 inh, MCL1 BIM primary, PME-1 primary, MEX-5 binding, Efflux pump inh, BCLXL inh
> CC(=O)c1ccc(N(C(=O)CNC(=O)c2ccco2)C(C(=O)NCC2CCCO2)c2ccccc2)cc1 (stereo not given)
    -2.2, 4.0, 2.3, 0.6, -2.6, 2.3, 1.9, 0.0, 5.0
> Cc1cc(NC(=O)COC(=O)c2cccc(S(=O)(=O)N(C)C3CCCCC3)c2)no1
    -0.8, 2.0, 0.5, 8.7, -1.7, -1.5, 2.9, 0.0, -2.1
> CCN(CC)C(=O)CCS(=O)(=O)c1cccc2nonc12
    -0.8, 5.0, 0.6, 8.4, -4.8, 3.3, ., -0.1, 4.5
> CCN(C(=O)CSc1nccc(=O)[nH]1)C1CCCCC1
    ., 0.0, 6.5, 0.3, ., ., ., 0.4, .
> O=C(O)c1cc([N+](=O)[O-])ccc1C(=O)Nc1ccccc1
    1.2, 0.0, 4.6, 3.6, 6.3, 6.0, 1.2, -0.1, 7.4
